Screening results from PubChem BioAssay.
A549 tox: counter-screen for Nrf2 inhibitors: cytotoxicity in A549 cells. A549 ARE-Fluc cells, CellTiter-Fluor viability, 18-24 h. Potency, µM (top dose mostly 46 µM), without a hit: top-dose activity change, negative = cytotoxicity, usual class: inhibitors. 390,000 tested, 0.16% active. AID 504648; also: potency is read from the fitted curve at half-maximal effect; % is scaled to controls: 0 for no effect and ±100 for the full control effect
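A549 ARE_Fluc cells in 5% FBS OPTI-MEM were exposed to compounds in concentration-response for 18-24 h at 37 deg C. Viability was read by CellTiter-Fluor fluorescence (Ex 405/Em 525) after 30 min, before the luciferase read.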
EPAC2 antag: antagonists of human EPAC2; 360,000 tested, 0.18% active; Potency, µM (series often up to 114 µM), without a hit: top-dose activity, negative = inhibition, usual class: inhibitors; Q8WZA2; EPAC2 GEF exchange of Rap1B-BODIPY-GDP, fluorescence; AID 720708; also: potency is read from the fitted curve at half-maximal effect; % is scaled to controls: 0 for no effect and ±100 for the full control effect; nearly all actives have a fitted effect of over 45% in size; many of its hits are not listed in these tables
Target sequence (Q8WZA2 whole entry, looked up): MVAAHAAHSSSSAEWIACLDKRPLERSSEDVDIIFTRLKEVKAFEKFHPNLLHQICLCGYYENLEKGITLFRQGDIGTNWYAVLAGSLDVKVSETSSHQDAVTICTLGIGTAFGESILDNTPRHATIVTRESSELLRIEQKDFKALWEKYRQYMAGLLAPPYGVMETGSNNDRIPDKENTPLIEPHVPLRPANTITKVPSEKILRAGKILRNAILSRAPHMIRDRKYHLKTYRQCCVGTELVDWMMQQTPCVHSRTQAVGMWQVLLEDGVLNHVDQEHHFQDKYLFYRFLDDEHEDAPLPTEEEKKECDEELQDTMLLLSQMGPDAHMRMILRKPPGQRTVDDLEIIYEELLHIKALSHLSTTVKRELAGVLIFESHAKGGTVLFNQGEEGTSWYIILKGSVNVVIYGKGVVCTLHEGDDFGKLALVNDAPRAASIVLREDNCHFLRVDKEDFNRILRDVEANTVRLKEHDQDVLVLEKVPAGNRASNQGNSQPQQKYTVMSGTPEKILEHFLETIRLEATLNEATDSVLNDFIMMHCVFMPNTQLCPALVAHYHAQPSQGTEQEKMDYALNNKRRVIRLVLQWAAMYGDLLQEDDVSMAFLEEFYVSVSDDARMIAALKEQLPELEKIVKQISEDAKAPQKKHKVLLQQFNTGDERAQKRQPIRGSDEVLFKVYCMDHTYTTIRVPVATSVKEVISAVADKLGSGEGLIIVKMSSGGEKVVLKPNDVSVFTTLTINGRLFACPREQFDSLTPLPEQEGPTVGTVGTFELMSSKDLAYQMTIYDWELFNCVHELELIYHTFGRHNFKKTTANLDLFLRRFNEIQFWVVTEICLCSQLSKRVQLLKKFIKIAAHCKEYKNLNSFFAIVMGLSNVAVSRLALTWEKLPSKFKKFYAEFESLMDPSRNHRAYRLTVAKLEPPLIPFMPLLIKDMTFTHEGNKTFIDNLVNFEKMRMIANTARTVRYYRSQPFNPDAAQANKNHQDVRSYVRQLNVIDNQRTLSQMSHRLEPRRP
Mm-Cpn inhibitor: inhibitors of Methanococcus maripaludis chaperonin (MmCpn). 330,000 tested, 0.031% active. purified Mm-Cpn ATPase, ADP Transcreener TR-FRET. Potency, µM (highest dose often 76.9 µM), for inactives: at the top dose activity, negative = inhibition, actives largely listed as inhibitors. AID 504842; also: potency is read from the fitted curve at half-maximal effect; % is scaled to controls: 0 for no effect and ±100 for the full control effect; nearly all actives have a fitted effect of over 80% in size
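Measured: ADP formation by purified Mm-CPN. Conditions: 25 nM protein, 10 uM ATP, Tris pH 7.4 with Mg2+, K+ and DTT, 37°C for 30 min. Detection: Transcreener HTRF after 30 min at room temperature.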
TGFb SMAD3 inh: inhibitors of TGF-b signaling; 410,000 tested, 1.2% active; HepG2 CAGA-GFP TGF-b/SMAD3 reporter, GFP fluorescence, 18 h; TGF-beta stimulated, 500 pg/mL final; AID 588855; Potency, µM (top dose mostly 46.1 µM), for the others: at the highest dose activity, negative = inhibition, most hits filed as inhibitors; also: potency is read from the fitted curve at half-maximal effect; % is scaled to controls: 0 for no effect and ±100 for the full control effect; nearly all actives have a fitted effect of over 65% in size
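Inhibition of TGF-beta-driven CAGA-GFP reporter expression in HEPG2 cells is measured by cellular GFP fluorescence after 18 h stimulation with 500 pg/mL recombinant TGF-beta in 1% FBS medium at 37 degrees C.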
EPAC2 agonist: agonists of human EPAC2 (RAPGEF4); Q8WZA2; EPAC2 activation, biochemical qHTS; response scale: 100% = 6.5 mM cAMP response; Potency, µM (doses to about 154 µM), inactives show at the highest dose activation, hits mostly activators; 360,000 tested, 0.079% active; AID 720711; also: potency is read from the fitted curve at half-maximal effect; nearly all actives have a fitted effect of over 50% in size
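Compounds were added across a concentration range to EPAC2 (100 nM), RAP1B-BODIPY-GDP (250 nM) and GDP (50 uM). After 5 min at room temperature, fluorescence was recorded at 5-min intervals for 30 min.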
Nrf2 block: blocks Nrf2 signaling. A549 ARE-Fluc reporter, luciferase luminescence, 18-24 h. Potency, µM (titrated, usually from 46 µM), without a hit: top-dose activity change, negative = inhibition, hits mostly inhibitors. 360,000 tested, 2.1% active. AID 504444; also: potency is read from the fitted curve at half-maximal effect; % is scaled to controls: 0 for no effect and ±100 for the full control effect; nearly all actives have a fitted effect of over 60% in size
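Quantitative HTS in A549 cells stably bearing an antioxidant response element-firefly luciferase construct. Inhibition of Nrf2-driven transcription was scored by luminescence after 18-24 h of compound exposure at 37 °C.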
Nrf2 activator: activators of Nrf2 (ARE) signaling; AREc32 ARE-luciferase reporter (MCF7-derived line), luminescence, 24 h; Potency, µM (highest dose often 46.1 µM), for inactives: top-dose activation, actives largely listed as activators; 410,000 tested, 0.31% active; AID 624171; also: potency is read from the fitted curve at half-maximal effect; % of control where 0% means no effect; nearly all actives have a fitted effect of over 65% in size
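AREc32_Fluc, 1000 cells/well, OPTI-MEM + 5% FBS, o/n 37 deg C 5% CO2; 23 nL cpd by pin tool, 24 hr; Steady-Glo 30 min RT, luminescence.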
CCT modulator: modulators of cytosolic chaperonin (CCT/TRiC) activity; activity change, % (no concentration beside the values), hits read low; AID 651819; 360,000 tested, 0.3% active; purified chaperonin ATPase assay, HTRF ADP detection, 30 min; in the data active = activity change below about -30%; also: % is scaled to controls: 0 for no effect and ±100 for the full control effect
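TRiC at 40 or 20 nM final (batch-dependent) in 30 mM Tris pH 7.4, 100 mM KCl, 5 mM MgCl2, 1 mM DTT, with compound at single 76 uM and 10 uM ATP, 30 min at 37 deg C. ADP detected by HTRF Transcreener, 665/615 ratio.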
pAkt inh: inhibitors of Akt phosphorylation | Neuro2A IGF-stimulated pAkt S473 HTRF, 20 min; active compounds read low | activity change, % for hits at 50 µM | 360,000 tested, 0.32% active | AID 651550; in the data active = activity change below about -80%; inconclusive = mostly about -51% to -80%; also: % is scaled to controls: 0 for no effect and ±100 for the full control effect
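Single-point screen (50 µM final compound) in Neuro2A cells stimulated 20 min with 6 nM IGF at 37 deg C. After lysis, Ser473-phosphorylated Akt read by HTRF (ex 330 nm, em 615/665 nm) as the 665/615 ratio.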
Numbers without * were called inactive; i = inactive; ? = inconclusive; . = not tested or not shown; & = joins results of further samples. Unless noted, calls follow the shape of the dose curve; as a rule, active = well fitted curve in the direction sought with a large enough effect; inconclusive = small, poorly fitted or top-dose-only effect, or another doubt; inactive = no such curve, though single readings can be large; an effect the other way counts as inactive or inconclusive.

SMILES	A549 tox	EPAC2 antag	Mm-Cpn inhibitor	TGFb SMAD3 inh	EPAC2 agonist	Nrf2 block	Nrf2 activator	CCT modulator	pAkt inh
CN(C)S(=O)(=O)c1ccc(C(=O)OCC(=O)Nc2ccc3c(c2)OCO3)cc1	-3%	-2%	-12%	-8%	8%	-1%	-0.2%	0.2	i
CCOC(=O)CSc1nc2ccccc2c(=O)n1CCN1CCOCC1	-10%	2%	1%	-3%	-2%	2%	0.2%	0.8	i
COc1ccccc1CNC(=O)c1ccc(CS(=O)(=O)c2ccccc2C)o1	2%&-11%	5%	0%	19%&-30%	18%	-3%&-1%	0.5%&-0.3%	-0.9	i
CN(Cc1ccc(Br)cc1)C(=O)CCN1C(=O)c2cccc([N+](=O)[O-])c2C1=O	-12%	2%	1%	0%	10%	-4%	0.6%	1.5	i
O=C(O)CONC(=O)c1cc(OCC(F)(F)F)ccc1OCC(F)(F)F	-4%	-5%	1%	-1%	3%	13%	0.1%	-1.8	i
CC(C)N(CCn1cnc2c([nH]c3ccccc32)c1=O)C(C)C	4%	11%	3%	-6%	5%	11%	0.4%	-1.5	i
N#Cc1ccc(Oc2ccc(-c3cnc4ccccc4n3)cc2)cc1C#N	4%	-1%	?	-17%	-4%	4%	1.9%	-0.7	i
CCOC(=O)C1CCCN(c2c(NCCc3ccc(S(N)(=O)=O)cc3)c(=O)c2=O)C1 (centres undefined)	-1%	13%	-1%	4%	9%	4%	-0.1%	-2.9	i
CCSc1nc(C)c(CCOc2cccc(C)c2)c(=O)[nH]1	-4%	0%	0%	8%	-2%	-4%	-0.4%	-0.6	i
Clc1ccc(CNCC2CCCO2)cc1 (centres undefined)	-1%	12%	1%	-2%	5%	6%	0.3%	1.8	i
COC(=O)C1=C(C)N(Cc2ccccc2)C(=NCc2cc(OC)c(OC)c(OC)c2)N[C@H]1c1ccccc1	1%	5%	-1%&2%	6%	5%	-4%	5.7%	-2.4	i
O=C(CN1C(=O)NC2(CCOc3ccccc32)C1=O)Nc1cccc([N+](=O)[O-])c1 (centres undefined)	-11%	6%	2%	-8%	1%	?	7.4%	-2.1	i
Cc1noc(C)c1C(=O)N(C)C[C@@H]1OCc2ccccc2-c2c(n(C)c3ccccc23)C(=O)N([C@H](C)CO)C[C@H]1C	.	-2%	.	-2%	9%	.	0.5%	2.4	i
NC(=O)c1ccsc1NC(=O)CCc1ccccc1	5%	-12%	-2%	-30%	11%	?	13%	-2.7	i
O=C(Nc1ccc(NC(=O)C2CC2)cc1)c1cccs1	-1%	-1%	-4%	-8%	10%	20%	0.2%	-3.3	i
O=C(NNC(=O)c1cnccn1)c1ccc(Cl)c(Cl)c1	-19%	0%	3%	-9%	6%	?	-0.7%	-1.1	i
CCN(CC)c1ccc(NC(=O)CSc2nc(C)cc(=O)[nH]2)cc1	-2%	-7%	-6%	10%	12%	-24%	0.1%	0.7	i
Cc1cccc(-c2noc(Cc3ccc(Cl)cc3)n2)c1	6%	14%	0%	-38%	19%	83%	2.4%	0.9	i
CSc1nc(NCc2ccco2)c2sc3nc(C(C)C)c4c(c3c2n1)CC(C)(C)OC4	10%	14%	0%	-3%	4%	20%	0.2%	-1.2	i
Cc1ccnc(NC(=O)C2CCCN(c3ncnc4c3nc3n4CCCCC3)C2)c1 (centres undefined)	1%	2%	2%	6%	10%	1%	-0.1%	-0.1	i
CCOC(=O)c1c(NC(=O)CSc2nnc(CN3CCOCC3)n2C)sc2c1CCCC2	0%	8%	-2%	-14%	-6%	-9%	-0.5%	-2.8	i
c1cc(CNC23CC4CC(CC(C4)C2)C3)ccn1	-10%	5%	0%	-6%	1%	9%	0.2%	1.7	i
O=C(COc1ccccc1)NC(=S)Nc1ccc(Br)cn1	12%	3%	-8%	?	4%	-19%	-0.7%	2.0	i
CC(C)(CSc1nncn1/N=C/c1ccco1)NS(=O)(=O)c1ccc(Cl)cc1	2%	16%	?	3%	10%	-8%	5.6%	-4.6	i
COc1ncccc1C(=O)NC1CCCc2c1cnn2-c1ccc(C)c(C)c1 (centres undefined)	-9%	-14%	-3%	?	21%	?	4.9%	-2.1	i

3 entries drawn at random from those above:
SMILES	A549 tox	EPAC2 antag	Mm-Cpn inhibitor	TGFb SMAD3 inh	EPAC2 agonist	Nrf2 block	Nrf2 activator	CCT modulator	pAkt inh
COC(=O)C1=C(C)N(Cc2ccccc2)C(=NCc2cc(OC)c(OC)c(OC)c2)N[C@H]1c1ccccc1	1%	5%	-1%&2%	6%	5%	-4%	5.7%	-2.4	i
Cc1ccnc(NC(=O)C2CCCN(c3ncnc4c3nc3n4CCCCC3)C2)c1 (centres undefined)	1%	2%	2%	6%	10%	1%	-0.1%	-0.1	i
CCOC(=O)CSc1nc2ccccc2c(=O)n1CCN1CCOCC1	-10%	2%	1%	-3%	-2%	2%	0.2%	0.8	i

More compounds follow.
SMILES	A549 tox	EPAC2 antag	Mm-Cpn inhibitor	TGFb SMAD3 inh	EPAC2 agonist	Nrf2 block	Nrf2 activator	CCT modulator	pAkt inh
COc1ccc(N2CCN(C(=O)CCS(=O)(=O)c3cc4c(cc3Cl)NC(=O)CO4)CC2)cc1	10%	.	.	2%	.	15%	0.3%	.	.
CCOC(=O)N1CCN(CC(=O)Nc2cc(C)nn2-c2nc3ccccc3s2)CC1	-2%	-2%	-6%	-23%	7%	1%	2.8%	-2.1	i
COCCSc1ccccc1C(=O)Nc1ccc(Cl)cn1	14%	8%	0%	-11%	-4%	-5%	0.4%	0.8	i
COc1ccc(NC(=O)Cc2coc3cc(C)ccc23)cc1S(=O)(=O)N1CCOCC1	0%	-10%	0%	?	8%	-5%	3.3%	-1.2	i
Nc1ccc2c(c1)C(=O)N(CCCCCC(=O)O)C2	-1%	1%	-1%	1%	6%	-3%	-0.7%	-0.2	i
C/C(Cl)=C/Cn1c(SCc2ccc(Cl)cc2)nc2c1c(=O)[nH]c(=O)n2C	16%	0%	-1%	2%	7%	0%	0.0%	2.2	i
COc1ccc(NC(=O)N(C)C[C@H]2OCc3cnnn3CCCC(=O)N([C@H](C)CO)C[C@@H]2C)cc1	.	3%	.	9%	14%	.	0.1%	0.6	i
Cc1ccc(Oc2ncccc2NC(=O)CC(CC(=O)O)c2ccccc2)c2c1CCC2 (centres undefined)	1%	4%	-1%	2%	-4%	-24%	-0.2%	1.0	i
COc1cccc(CCNC(=O)C2CCC(=O)N(Cc3cccc(OC)c3)C2)c1 (centres undefined)	5%	5%	1%	7%	-2%	11%	-0.6%	-2.5	i
Cc1cc2oc(=O)cc(CN3CCN(S(=O)(=O)c4ccc5c(c4)OCCO5)CC3)c2cc1C	?	0%	0%	-11%	9%	?	-0.6%	-2.7	i
CS(=O)(=O)N1CCN(c2ccccc2NC(=S)NC(=O)c2cccs2)CC1	4%	9%	1%	1%	16%	-5%	2.7%	-0.6	i
Cc1cc(=O)oc2cc(NC(=O)CCCC(=O)O)ccc12	-4%	-1%	-2%	12%	4%	-5%	-0.9%	-4.2	i
CN(C)C(=O)c1cc([N+](=O)[O-])ccc1O	-19%	5%	-3%	15%	-1%	10%	-0.5%	2.0	i
O=C(O)CN=C(Nc1cc(Cl)cc(Cl)c1)NC(c1ccccc1)c1ccccc1	.	4%	.	.	5%	.	0.1%	0.6	i
O=C(Nc1c2c(nn1-c1ccc(F)cc1)CS(=O)C2)c1ccc(Br)o1 (centres undefined)	-6%	14%	1%	-3%	4%	9%	0.3%	-0.2	i
O=C(C1CCCN(S(=O)(=O)c2ccc(Br)s2)C1)N1CCN(c2ccc(F)cc2)CC1 (centres undefined)	-2%	.	.	-14%	.	?	0.5%	.	.
CC(C)CN1CCN(Cc2cccn2-c2ccc(Cl)cn2)CC1CCO (centres undefined)	4%	19%	-3%	-2%	11%	19%	3.6%	0.8	i
CS(=O)(=O)Nc1ccccc1C(=O)NCCSCc1ccccc1	-5%	-3%	0%	-9%	8%	-23%	0.4%	-1.5	i
CCCNC(=O)C1(C)CCCN(CC(=O)c2ccc3c(c2)OCCO3)C1 (centres undefined)	.	7%	.	-1%	-2%	.	0.1%	-2.6	i
O=C(COc1ccc(Br)cc1CNC1CCCC1)Nc1ccccc1	-18%	3%	2%	-5%	0%	5%	10%	-4.4	i
COc1cc2c(C)nc3c(cnn3-c3ccccc3)c2cc1OC	-6%	-16%	-1%	-2%	6%	5%	-0.2%	-16	i
Cc1cccc(-n2c(C)c(C)c3c(N)ncnc32)c1	2%	-2%	-1%	?	14%	-10%	0.7%	-1.1	i
COc1ccc(O)c(/C=N/N=C2/C(=O)Nc3ccccc32)c1	-2%	-16%	-3%	-23%	-7%	8%	?	0.0	i
CCCCCCOc1ccc(N2C(=O)CC(N3CCN(CCN=CC4=C(O)CC(C)(C)CC4=O)CC3)C2=O)cc1 (centres undefined)	1%	-23%	2%	-3%	-16%	-2%	-0.7%	-1.9	i
C=CCn1c(SCC(=O)Nc2ccc(C(=O)OC(C)C)cc2)nnc1-c1cccs1	-16%	-7%	-3%	-5%	-17%	?	-0.4%	-3.4	i
CN(C)NC(=O)C12CCC(C)(C(=O)O1)C2(C)C (centres undefined)	9%	22%	0%	6%	6%	?	-0.2%	-2.7	i
CCOC(=O)c1[nH]c2ccccc2c1NC(=O)c1nonc1C	-5%	20%	1%	-2%	-5%	20%	0.9%	-1.1	i
Cc1ccc(S(=O)(=O)NCCSc2nnnn2-c2ccc(C(N)=O)cc2)cc1	-14%	-4%	-2%	-9%	-1%	-22%	0.3%	-0.1	i
OCCN1CCN(CCSc2ccccc2)CC1	1%	-8%	-3%	-2%	6%	17%	3.0%	-2.0	i
COc1ccc(CCNC(=S)Nc2ccccc2C)cc1	2%	-6%	2%	12%	0%	.	-0.3%	1.3	i

A portion of the library (hit frequency here may not be typical).
